NPYLR7 ag – activates Aedes aegypti NPYLR7 receptor; HEK293T NPYLR7/Galpha15, GCaMP6s calcium fluorescence; activation, % at 10 µM; 0.15% of 270,000 active; in the data active = activation above about 40%;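 also: 0% = vehicle and 100% = reference agonist at the receptor; some compounds past the cut are filed as inactive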
mcGAS lum – inhibitors of mouse cGAS. AID 1259399. recombinant cGAS, Kinase-Glo ATP depletion luminescence. inhibition, % at 12.5 µM. 0.15% of 160,000 active. Q8C6L5;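 also: 0% = negative control wells and 100% = reference inhibitor with no enzyme activity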
hcGAS inh – blocks human cGAS activity; 0.081% of 290,000 active; recombinant h-cGAS, ATP depletion, Kinase-Glo luminescence; Q8N884; inhibition, % at 12.5 µM; AID 1259398;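 also: 0% = vehicle reaction and 100% = reaction without DNA for no activity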
Target sequence (Q8N884 whole entry, looked up): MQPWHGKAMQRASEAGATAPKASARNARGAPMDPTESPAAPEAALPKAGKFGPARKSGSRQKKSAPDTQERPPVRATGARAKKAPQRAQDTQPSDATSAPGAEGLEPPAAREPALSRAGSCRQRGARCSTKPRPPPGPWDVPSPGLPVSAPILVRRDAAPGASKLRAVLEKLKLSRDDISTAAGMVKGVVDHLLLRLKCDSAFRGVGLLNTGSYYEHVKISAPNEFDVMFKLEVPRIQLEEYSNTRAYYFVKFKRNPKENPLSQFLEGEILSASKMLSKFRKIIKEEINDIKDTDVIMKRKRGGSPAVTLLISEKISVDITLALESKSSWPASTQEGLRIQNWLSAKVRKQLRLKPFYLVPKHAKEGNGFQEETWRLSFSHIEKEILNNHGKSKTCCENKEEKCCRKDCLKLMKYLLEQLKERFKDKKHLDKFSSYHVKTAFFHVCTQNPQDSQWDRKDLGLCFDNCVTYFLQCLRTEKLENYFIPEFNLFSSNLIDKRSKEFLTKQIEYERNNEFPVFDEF
An asterisk follows results filed as active; nt = no result given; & = joins results of further samples. Rule as the data show it, unless noted: active = inhibition above about 40%; inactive = the rest. An unsorted share of the library, and some 0.29% of all compounds hit somewhere here.

SMILES	NPYLR7 ag	mcGAS lum	hcGAS inh
Cc1c(C(=O)OCc2cccc(F)c2)nnn1-c1cccc(F)c1	nt	-10	-6
COCCCNC(=O)C(NC(=O)c1ccccc1F)C1CCN(C(=O)Nc2ccc(C)cc2)CC1 (stereo unspecified)	-6	1	1
Cc1cccc(CC(=O)N2CCC(n3c(C)nc4ccc(F)cc43)CC2)c1	-8	1	2
Fc1cc(Cl)ccc1N1CCN(c2cc(-c3ccccc3)nc3ncnn23)CC1	26	-6	-2
COc1ccc2c(c1)CCc1cc(CCC(=O)NCc3ccc(C)o3)n(-c3ccc4ncsc4c3)c1-2	24	-6	-1
Cc1ccccc1C1=NOC(CN(Cc2cccc(Cl)c2)C(=O)NC(C)(C)C)C1 (stereo unspecified)	12	-5	-8
CCC(NC(=O)c1cccc(C)n1)c1noc(-c2cccc(Br)c2)n1 (stereo unspecified)	-2	-5	-3
COCCn1c(N2CCC(C)CC2)nc2c1c(=O)[nH]c(=O)n2C	11	nt	-1
O=C(c1ccco1)N(Cc1csc(COc2cc(Cl)ccc2Cl)n1)C1CC1	9	-10	-9
CC(C)(C)OC(=O)NC1CCN(C(=O)NC2CC2c2ccc(F)cc2)CC1 (stereo unspecified)	-2	nt	9
Cc1ccc(C)c(S(=O)(=O)NN=Cc2ccc(C(F)(F)F)cc2)c1	-14	nt	0
CC(C)(C)c1cc(C(=O)NN=Cc2cccc(O)c2)n(-c2ccccc2)n1	4	-1	-11
CCN=c1scc(-c2cc(OC)ccc2OC)n1/N=C(\C)c1ccco1	-3	nt	-3
COCCCNC(=O)c1cc2n(n1)CCN(Cc1ccc(Cl)cc1)C2=O	nt	-8	-2
Cn1nnc(-c2ccc(-c3n[nH]c(Cc4ccccc4)n3)cc2)n1	2	-10	2
CN(C)CC1(O)CCCN(C(=O)c2cc(-c3ccccc3)n(C)n2)CC1 (stereo unspecified)	-1	nt	-3
COc1ccccc1C(=O)N1CCN(c2nc(C)nc(C)c2Cc2ccc(F)cc2)CC1	13	-5	-5
CCCCCn1c(-c2ccccc2Cl)n[nH]c1=S	0	-7	-6
Cn1nc(C(=O)N2CCCC(CCc3ccc(F)cc3)C2)ccc1=O (stereo unspecified)	9	-14	-5
CCN(CC)C(=O)c1cc(C)n2nc(C(C)(C)C)cc2n1	5	-4	0

Sorted by molar mass (low to high): part of the list above.
SMILES	NPYLR7 ag	mcGAS lum	hcGAS inh
CCCCCn1c(-c2ccccc2Cl)n[nH]c1=S	0	-7	-6
COCCn1c(N2CCC(C)CC2)nc2c1c(=O)[nH]c(=O)n2C	11	nt	-1
Cn1nc(C(=O)N2CCCC(CCc3ccc(F)cc3)C2)ccc1=O (stereo unspecified)	9	-14	-5
Fc1cc(Cl)ccc1N1CCN(c2cc(-c3ccccc3)nc3ncnn23)CC1	26	-6	-2
COCCCNC(=O)C(NC(=O)c1ccccc1F)C1CCN(C(=O)Nc2ccc(C)cc2)CC1 (stereo unspecified)	-6	1	1

The results go on.
SMILES	NPYLR7 ag	mcGAS lum	hcGAS inh
COc1ccc(CNC(=O)CCc2cc3c(n2-c2cc(OC)cc(OC)c2)-c2ccccc2CC3)cc1	1	-9	-7
Cc1ccc(-n2cc(-c3ccccc3)c3c(NCCCN4CCCC4=O)ncnc32)cc1Cl	-1	-9	-2
CC1(C)O[C@@H]2C[C@@](OCc3cccc(C(F)(F)F)c3)(C(=O)NCCCn3ccnc3)CC(OCc3ccccc3C#N)[C@@H]2O1 (stereo partly specified)	9	-4	-1
CCN(CCn1cccn1)C(=O)c1ccc(Cl)s1	2	nt	-1
CC12CCC3c4ccc(OCc5ccccc5)cc4CCC3C1C[C@@H](O)[C@@H]2O (stereo partly specified)	nt	-5	-8
Cc1cc(C)cc(-n2nc3c(c2N)CSC3)c1	0	nt	-8
Cc1ccc(S(=O)(=O)N2CCC3(CCCN(Cc4cccnc4)C3=O)C2)cc1 (stereo unspecified)	6	nt	-3
Cc1nc(C)n(C(C)CNC(=O)c2cccs2)n1 (stereo unspecified)	7	nt	3
COc1ccc(CN2C(=O)C(O)(CC(C)=O)c3cccc(C)c32)cc1OC (stereo unspecified)	0	-2	12
Cc1noc(C)c1CS(=O)(=O)c1n[nH]c(C(C)C)n1	8	nt	-5
CN1CCC(N2C[C@@H](O)[C@H]3C[C@@H]2Cc2c3[nH]c3ccccc23)CC1	26	-7	-3
CCOC(=O)CN1C(=O)CN(S(=O)(=O)Cc2ccccc2)CCC(OC)c2ccccc21 (stereo unspecified)	0	-5	-2
COc1ccc(OC)c(/C=c2/sc3nc(-c4ccc(C)cc4)nn3c2=O)c1	-14	-3	-3
CC(C(N)=O)N1CCN(Cc2ccc(Cl)s2)CC1 (stereo unspecified)	-2	8	6
CC(=O)Nc1cccc2nc(CN3CCCC(C(=O)c4cccc5ccccc45)C3)ccc12 (stereo unspecified)	3	-14	1
O=C(CSc1nnc(-c2ccc(Cl)cc2)n1-c1ccccc1)N/N=C\c1ccccc1Br	-6	-7	-2
Cc1cccc(CCNC(=O)CCc2nnc(CCc3ccccc3)o2)n1	0	nt	0
CCOc1cc(N2CCOCC2)c(OCC)cc1NS(=O)(=O)c1c(C)noc1C	5	nt	-2
COc1cccc(-c2[nH]ncc2C(=O)N2C[C@@H]3[C@@H]4CC[C@@H](C4)[C@@H]3C2)c1	nt	-14	-8
CCC(C(=O)N1CCN(C(C(=O)N2CCC(C)CC2)C2CCCC2)CC1)c1ccccc1 (stereo unspecified)	-3	-5	-5
Cc1cc(C(=O)N2CCC(N3CCC(C(=O)NCCc4ccccc4)CC3)CC2)n(C)n1	5&12	nt	-5&-7
Cc1cccc(-c2noc(N3CCOCC3)c2CN(CC2CCCO2)C(=O)c2cccc(F)c2)c1 (stereo unspecified)	4	-4	-5
CCCCn1nnnc1NC(=O)N1CCC(CC)(CC)C1	-2&-5	-15	-4&-5
NC(=O)CSc1nc2c(c(=O)n1-c1ccc([N+](=O)[O-])cc1)SCC2	1	-7	-6
O=C1CC2(CCN(C(=O)c3ccccc3C(=O)N3CCC4(CC3)CC(=O)c3cc(F)ccc3O4)CC2)Oc2ccc(F)cc21	-12	nt	-1
CCc1cc2c(SCc3cc(=O)n4ccsc4n3)ncnc2s1	7	nt	0
CCOC(=O)CSc1nc2c([nH]c3ccccc32)c(=O)n1-c1ccc(OC)cc1	0	-7	-2
O=C(O)c1ccccc1C1CCN(c2ncnc3c2CCC3)C1 (stereo unspecified)	3	-12	-8
CC(C)=CCN1CCNC(=O)C1CC(=O)N(C)C1CC(C)(C)NC(C)(C)C1 (stereo unspecified)	4	-4	-5
CCSc1nc(CC(=O)NCCc2nc3ccccc3c(=O)[nH]2)cs1	26	-11	-3
COc1cccc(CC(C2CCN(C(=O)CC3CCCCC3)CC2)N(C)C(=O)c2ccn(C)n2)c1 (stereo unspecified)	12	-10	-3
CCS(=O)(=O)c1ccccc1N1CCC(N)CC1	1	-10	-4
CCOc1ccc(CN(C)CC(=O)N2c3ccccc3NC(=O)C23CCCC3)cc1OC	-1	-4	1
O=C(c1ccc(OC2CCN(Cc3ccccn3)CC2)cc1)N(CC1CC1)CC1CCCO1 (stereo unspecified)	-1	0	1
O=C1CC2(CCCC2)C(=O)N1Cc1nc(-c2ccsc2)no1	9	nt	-4
Cc1ccccc1C(=O)Nc1ccnn1C1CCN(C(=O)c2ccsc2)CC1	-4	nt	4&-2
CC(=O)Nc1cccc(C(=O)N2CCOC(Cc3ccc(F)cc3)C2)c1 (stereo unspecified)	8	-8	-2
O=S(=O)(c1ccc(Cl)cc1)N(c1ccc(F)cc1)C(F)F	12	-3	-7
O=C(Nc1ccc2c(c1)OCCCO2)[C@@H]1CCCN1C(=O)c1ccco1	-17	nt	-9
N#CCCN(CCC(F)(F)F)C(=O)c1c(O)cc(F)cc1F	4	nt	0
CC(C)Cc1cc(C(=O)N2CCCC2c2nc(-c3ccccc3)no2)no1 (stereo unspecified)	2	nt	-4
CCOc1ncccc1CN1CCCC(C(=O)NCCc2ccc(O)cc2)C1 (stereo unspecified)	-2	-2	-9
Clc1ccc(C2=NNC(=NC3CC3)SC2)c(Cl)c1	-1	nt	-5
CC(=O)c1ccc(S(=O)(=O)N[C@@H](C)C(=O)Nc2ccn[nH]2)cc1	30	nt	-5
Cc1cc(S(=O)(=O)Nc2cccc(Br)c2)ccc1Br	-5	-4	-9
COc1ccc2c(c1)C(NC(=O)CN1CCCN(C)CC1)CC(C)(C)O2 (stereo unspecified)	30	-17	-7
CCOC(=O)c1ccc(NC(=O)C2=C(C)Nc3nc(CCCO)nn3C2c2ccc(OC)cc2)cc1 (stereo unspecified)	3	nt	-9
CCc1nc2ccc(C(=O)Nc3ccc(C(N)=O)cc3)cn2c1N(CC)C(=O)NCCc1ccccc1	-2	-4	-4
CCc1ccc(-c2nccn2CCCn2ccnc2)cc1	14	-19	-7
Cc1nc(C)c(CN(C)C2CCCN(CCc3ccccc3)C2)nc1C (stereo unspecified)	16	nt	-6
COc1cccc(-n2nnc3c(N4CCN(C(=O)c5ccc(C(F)(F)F)cc5)CC4)ncnc32)c1	-8	-9	-5
Cc1nc(CCn2ccnc2-c2nc[nH]c2C)nc2c1CCC2	-2	0	-5
N=c1ccn2c(n1)O[C@@H]1[C@@H](O)[C@H](CO)O[C@@H]12	-17&5	nt	1&-5
CC(C)c1noc(C2CCCN(C(=O)OC(C)(C)C)CCC(=O)NCC2)n1 (stereo unspecified)	nt	-2	2
C=CCNC(=O)NC1CCN(c2ccccc2C(=O)NCCOC)CC1	-1	-5	-5
COc1ccc(-c2nnc3n2N(C(C)=O)C(c2cccc(OC)c2)=C(C(C)=O)S3)cc1	3	nt	-13
CN1CCN(c2ccc(C(=O)NC3CCCN(CC4CCCCC4)C3)cc2)CC1 (stereo unspecified)	-1	nt	6
COC(=O)c1sc(N2C(=O)C(O)=C(C(=O)c3cccs3)C2c2ccc(Cl)cc2)nc1C (stereo unspecified)	0	-7	-6
Cc1ccc(C)c(NC(=O)CC(=O)NCC(c2ccncc2)N2CCOCC2)c1 (stereo unspecified)	-2	-12	-4
Cc1cc(C)nc(SCc2cc(=O)c(OC(=O)c3ccc([N+](=O)[O-])cc3)co2)n1	-16	-5	-6

Some entries already given, showing only NPYLR7 ag and mcGAS lum:
Molecule	NPYLR7 ag	mcGAS lum
Cc1cc(C)nc(SCc2cc(=O)c(OC(=O)c3ccc([N+](=O)[O-])cc3)co2)n1	-16	-5
Cc1ccc(C)c(NC(=O)CC(=O)NCC(c2ccncc2)N2CCOCC2)c1 (stereo unspecified)	-2	-12

Next section.
SMILES	NPYLR7 ag	mcGAS lum	hcGAS inh
CCN(CC)C(=O)C1CCCN(C(=S)NCCOC)C1 (stereo unspecified)	-7	-4	-8
Cc1cc(C)c(S(=O)(=O)NCc2ccccn2)c(C)c1	-7	-4	-1
O=C(CCc1ccccc1)N1CC(=O)N(Cc2ccc3c(c2)OCO3)CC(O)C1 (stereo unspecified)	26	-4	0
Fc1cccc(C2=NC3(CCCCCC3)NC2=S)c1	7	nt	-9
COCCCN(CC(=O)N(CCc1ccc(OC)c(OC)c1)Cc1ccc(C)s1)S(=O)(=O)c1ccc(OC)cc1	-12	1	10
Cc1ccc(S(=O)(=O)Nc2ccc(Nc3cnc(-c4cnc5ccccc5c4)cn3)cc2)cc1	-6	1	3
Cc1nn(Cc2ccccc2)c(C)c1C(=O)NC(C)C	2	nt	-4
Cn1ncc(NCC2CCC3(CC2)OCCO3)c(Cl)c1=O	9	nt	-7
Cc1ccccc1-n1nc(C(C)(C)C)cc1NC(=O)C(Cc1ccccc1)NC(=O)c1cccc(Cl)c1 (stereo unspecified)	-1	-6	-3
O=c1c2ccccc2ncn1-c1ccc2nsnc2c1	16	nt	-9
COc1ccc(C(=O)Nc2c(C)nc3ccc(C)cn3c2=O)c(OC)c1	3	nt	-15
Cc1c(C(=O)NCCC#N)cnc2c(-c3c(F)cccc3Cl)cnn12	-1	-6	-8
COc1ccccc1N1CCN(c2ccc(NC(=O)c3ccccc3Br)cc2C(=O)NCc2ccccc2)CC1	-2	-6	-5
CCOc1ncccc1CN1CCCC(C(=O)Nc2ccccc2)C1 (stereo unspecified)	-1	0	-3
O=C(NCCc1cnc[nH]1)c1ccc(NC(=O)C2CCC2)cc1	12	-18	-4
Cc1ccc2scc(N3CC(C)CC(C)C3)c(=O)c2c1 (stereo unspecified)	5	-8	-8
COc1cc2nc(CN3CCCCC3)[nH]c(=O)c2cc1OC	-3	0	-5
O=C1CCCCCC1Sc1nnc(COc2ccccc2Cl)o1 (stereo unspecified)	3	nt	-9
CCCc1cnc2c(c1SC(C)C)c(=O)n(C)c(=O)n2C	-6	-2	0
CCC(c1ccccn1)N(C)CC1CCC(N)CC1 (stereo unspecified)	-5	nt	-3

Single records (already shown). Order of screens: NPYLR7 ag	mcGAS lum	hcGAS inh
`O=C1CCCCCC1Sc1nnc(COc2ccccc2Cl)o1` (stereo unspecified) in the list: 3	nt	-9
`O=c1c2ccccc2ncn1-c1ccc2nsnc2c1` in the list: 16	nt	-9
`CCN(CC)C(=O)C1CCCN(C(=S)NCCOC)C1` (stereo unspecified) in the list: -7	-4	-8

Following part.
SMILES	NPYLR7 ag	mcGAS lum	hcGAS inh
CC(=O)N1CCC(C(=O)Nc2nc(-c3ccc4c(c3)CCC4)cs2)CC1	11	-9	-9
O=S1(=O)CCC(Cn2cc(-c3ccnc4ccccc34)nn2)C1 (stereo unspecified)	17	nt	-6
CCOc1ccc(-n2c(C)c(C)n3c4c(=O)n(CC(C)=O)c(=O)n(C)c4nc23)cc1	6	-6	-7
CCC(CC)n1ncc(C)c1NC(=O)c1cc(Cl)ccc1C	0	-10	-3

Screens from PubChem.
